Vif-A3G inh – blocks the Vif interaction with human APOBEC3G. AID 602310. Potency, µM (doses to about 46.1 µM), for inactives: top-dose activity, negative = active, usual class: inhibitors. Q9HC16. actives 0.076% (n = 410,000). HeLa A3G-eYFP + Vif (tagged APOBEC3G with the HIV-1 protein that degrades it), YFP fluorescence, overnight;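 further: on the % scale 0 is the no-effect control and ±100 the full control effect; nearly all actives have a fitted effect of over 60% in size; hits raise eYFP signal because A3G escapes Vif-driven loss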
Target sequence (Q9HC16 whole entry, looked up): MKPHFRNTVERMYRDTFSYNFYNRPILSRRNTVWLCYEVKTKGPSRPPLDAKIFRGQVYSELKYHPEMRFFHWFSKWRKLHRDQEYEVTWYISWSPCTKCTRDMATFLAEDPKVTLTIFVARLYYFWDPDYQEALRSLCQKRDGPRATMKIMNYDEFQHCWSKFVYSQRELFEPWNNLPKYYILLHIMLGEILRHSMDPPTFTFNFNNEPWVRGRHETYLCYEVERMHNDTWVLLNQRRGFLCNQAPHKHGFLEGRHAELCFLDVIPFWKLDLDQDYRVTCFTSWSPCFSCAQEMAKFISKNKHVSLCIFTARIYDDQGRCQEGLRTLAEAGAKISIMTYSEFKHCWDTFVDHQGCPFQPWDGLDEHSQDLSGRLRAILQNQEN
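HeLa cells stably expressing Vif and C-terminally eYFP-tagged A3G, seeded overnight at 37 deg C, then exposed to compound by pintool overnight at 37 deg C. Rise in yellow fluorescence (Ex 488/Em 500-530, Acumen) marks blocked Vif-driven A3G degradation.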
Vif-APOBEC3F blk – blocks the Vif interaction with APOBEC3F. actives 0.2% (n = 390,000). HeLa A3F-eYFP + Vif (tagged APOBEC3F with the HIV-1 protein that degrades it), YFP fluorescence increase. Potency, µM (top dose mostly 46.1 µM), for inactives: top-dose activity, negative = active; further: % of control where 0% means no effect; nearly all actives have a fitted effect of over 65% in size
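HeLa cells stably expressing A3F-eYFP plus Vif, plated and incubated overnight at 37 deg C, then exposed to compounds overnight at 37 deg C. Blocked degradation read as raised yellow fluorescence (Ex 488/Em 500-530).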
ALOX12 inh – blocks human arachidonate 12S-lipoxygenase; P18054; purified 12hLO, xylenol orange hydroperoxide absorbance; Potency, µM (highest dose often 108 µM), for the others: at the top dose activity change, negative = inhibition, usual class: inhibitors; actives 1.1% (n = 580,000); further: on the % scale 0 is the no-effect control and ±100 the full control effect
Target sequence (P18054 whole entry, looked up): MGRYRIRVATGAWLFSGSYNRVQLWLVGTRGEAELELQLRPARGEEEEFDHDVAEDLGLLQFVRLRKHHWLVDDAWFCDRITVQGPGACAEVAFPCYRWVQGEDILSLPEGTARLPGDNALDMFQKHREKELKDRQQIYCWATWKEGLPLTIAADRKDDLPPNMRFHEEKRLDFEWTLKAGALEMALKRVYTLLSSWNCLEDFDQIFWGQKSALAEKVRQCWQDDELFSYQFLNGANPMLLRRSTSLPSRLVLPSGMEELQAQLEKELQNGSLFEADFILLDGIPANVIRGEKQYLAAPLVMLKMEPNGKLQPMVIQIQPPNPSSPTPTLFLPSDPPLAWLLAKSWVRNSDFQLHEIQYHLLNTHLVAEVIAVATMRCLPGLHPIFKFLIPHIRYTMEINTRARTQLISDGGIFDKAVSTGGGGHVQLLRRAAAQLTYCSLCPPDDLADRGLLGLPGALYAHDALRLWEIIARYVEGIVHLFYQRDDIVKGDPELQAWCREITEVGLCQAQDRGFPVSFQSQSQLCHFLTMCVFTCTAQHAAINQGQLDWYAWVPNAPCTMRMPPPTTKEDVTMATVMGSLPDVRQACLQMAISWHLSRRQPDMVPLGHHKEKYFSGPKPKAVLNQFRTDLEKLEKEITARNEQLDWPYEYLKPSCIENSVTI
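Purified human 12hLO (150 nM final) in 25 mM Hepes, 0.01% Triton X-100, pH 7.0 was preincubated 15 min at room temperature with compound. Then 40 uM arachidonic acid was added, 30 min. Hydroperoxide was read by Fe-XO absorbance ratio 573/405 nm.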
TrxR1 inh – inhibitors of rat thioredoxin reductase 1; recombinant rTrxR1, NADPH fluorescence consumption, selenite substrate; Potency, µM (doses to about 114 µM), inactives show top-dose activity change, negative = inhibition, hits mostly inhibitors; actives 1% (n = 390,000); further: on the % scale 0 is the no-effect control and ±100 the full control effect; nearly all actives have a fitted effect of over 65% in size
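Rat TrxR1 (90 nM in the dispensed reagent) was pre-reduced with 400 uM NADPH for 5 min at room temperature, then incubated with compound for 15 min. After 400 uM selenite was added, NADPH fluorescence (Ex 340/Em 450 nm) was followed for 8 min.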
IDH1 R132H inh – human IDH1 R132H inhibition. O75874. IDH1-R132H enzyme, NADPH consumption, diaphorase/resazurin fluorescence. Potency, µM (top dose mostly 76.6 µM), for inactives: at the top dose activity change, negative = inhibition, most hits filed as inhibitors. actives 0.093% (n = 390,000). AID 602179; further: on the % scale 0 is the no-effect control and ±100 the full control effect; nearly all actives have a fitted effect of over 65% in size
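IDH1-R132H (0.5 ug/mL dispensed) in pH 7.5 Tris buffer was preincubated 30 min with compound, then given a substrate mix of 0.016 mM NADPH and 2 mM alpha-KG for 80 min at room temperature; remaining NADPH was read by diaphorase/resazurin fluorescence.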
USP1-UAF1 inh – inhibitors of human USP1/UAF1 deubiquitinase. AID 743255. Potency, µM (doses to about 57.1 µM), for inactives: at the highest dose activity change, negative = inhibition, hits mostly inhibitors. recombinant USP1/UAF1, Ub-Rhodamine cleavage fluorescence. actives 0.23% (n = 390,000); further: on the % scale 0 is the no-effect control and ±100 the full control effect; nearly all actives have a fitted effect of over 60% in size; inactives centre near -12
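Step one: compound is pinned into 1nM USP1/UAF1 in HEPES pH 7.8 buffer with TCEP. Step two: 15 min room-temperature incubation. Step three: Ub-Rho (150nM final) starts cleavage, tracked by fluorescence over six one-minute reads.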
RGS4 inhibitor – inhibitors of human regulator of G protein signaling 4 | P49798 | Transcreener GDP fluorescence polarization, RGS4-accelerated GTP hydrolysis | Potency, µM (doses to about 114 µM), for the others: at the top dose activity change, negative = inhibition, actives largely listed as inhibitors | actives 0.039% (n = 390,000) | AID 504845; further: on the % scale 0 is the no-effect control and ±100 the full control effect; nearly all actives have a fitted effect of over 75% in size; some results filed as inactive show a strong effect at the top dose
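MLSMR compounds (23 nl, pin-transferred) preincubated 10 min at room temperature with a 500nM (2x) first reagent, then RGS4 at 900nM (2x) plus Transcreener GDP mix added; fluorescence polarization (620/688 nm) read before and after 90 min at 30 °C.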
RXFP1 ag – RXFP1 (human) receptor agonism; HEK293T-RXFP1 cAMP TR-FRET, 30 min; response scale: percent of porcine relaxin response, buffer zero; Q9HBX9; AID 2676; actives 0.3% (n = 370,000); Potency, µM (doses to about 57.5 µM), for inactives: top-dose activation, hits mostly activators; further: on the % scale 0 is the no-effect control and ±100 the full control effect; nearly all actives have a fitted effect of over 60% in size; many of its hits are not listed in these tables
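cAMP rise read by TR-FRET after 30 min, 37C compound exposure (up to 58 uM) in RXFP1-transfected HEK293 cells with Ro 20174 present. EC50 from Hill-equation fits, with 29 nM porcine relaxin as 100% and buffer as basal.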
TrxR1 substrate – rat thioredoxin reductase 1 substrate activity; O89049; purified TrxR1 substrate turnover, NADPH consumption readout; Potency, µM (doses to about 114 µM), inactives show at the top dose activity change, negative = substrate turnover; actives 0.01% (n = 390,000); further: on the % scale 0 is the no-effect control and ±100 the full control effect; nearly all actives have a fitted effect of over 50% in size
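Rat TrxR1, dispensed at 90 nM, was prereduced with 400 uM NADPH (final) for 5 min at ~22 deg C, then incubated with compound 15 min before 400 uM selenite. A first-read NADPH fluorescence drop versus no-compound background flagged substrates.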
Starred values were filed as active, the others as inactive; ? = inconclusive; / = not tested or not shown; & = joins results of further samples; [ ] = dose if it differs, or a comment. The call rests on the fitted dose curve; in most records, active means well fitted curve in the direction sought with a large enough effect; inconclusive means small, poorly fitted or top-dose-only effect, or another doubt; inactive means no such curve, though single readings can be large; an effect the other way counts as inactive or inconclusive. Potency means the concentration at half of the fitted maximal effect. The list is partial (hit frequency here may not be typical).

SMILES	Vif-A3G inh	Vif-APOBEC3F blk	ALOX12 inh	TrxR1 inh	IDH1 R132H inh	USP1-UAF1 inh	RGS4 inhibitor	RXFP1 ag	TrxR1 substrate
O=C(C[C@H]1C[C@H]2c3cc(NS(=O)(=O)c4ccc(F)cc4)ccc3O[C@H]2[C@H](CO)O1)NCc1cc(F)ccc1F	0%	-5%	?	/	-10%	-10%	/	/	/
Cc1ccc(NS(=O)(=O)c2ccccc2F)cc1S(=O)(=O)N1CCCCCC1	4%	2%	-1%	0%	0%	-17%	7%	-0.6%	-2%
CC(=O)c1cc(CN2CCN(C3CCN(C(C)C)CC3)C(CCO)C2)cs1 (configuration not stated)	-6%	-8%	-3%	5%	-3%	-9%	-10%	-1.8%	3%
CCCCC1(Cc2cccc([N+](=O)[O-])c2)C(=O)N(c2ccccc2)N(c2ccccc2)C1=O	-2%	0%	141%[activator][57.4 µM]	14%	4%	-28%	3%	0.0%	0%
O=C(CSc1nc(-c2cccs2)cc(C(F)(F)F)n1)NCCCN1CCOCC1	-5%	1%	-11%	13%[57.1 µM]	11%	-4%	11%	-1.2%	6%[57.1 µM]
O=C(O)COc1cnc2ccccc2n1	1%	-4%	1%	-10%[57.1 µM]	-9%	-10%	-2%	1.4%	14%[57.1 µM]
O=C1C2C3c4ccccc4C(c4ccccc43)[C@@H]2c2nc3ccccc3n21 (some centres not stated)	-2%	1%	0%	11%[57.1 µM]	4%	-4%	8%	-0.3%	-15%
N#Cc1c(-c2ccccc2)nc(SCC(=O)Nc2ccccc2)[nH]c1=O	-1%	5%	-29%	-4%	0%	-10%	4%	26%	-7%
CC(C(=O)OCC(=O)c1ccc(F)cc1)N1C(=O)C2C3C=CC(C3)C2C1=O (configuration not stated)	2%	?	?	21%	-5%	-14%	18%	0.5%	5%
COc1ccc(-c2noc(CCC(=O)NC3CCCCCC3)n2)cc1	0%	2%	-5%	23%	14%	-18%	15%	-0.1%	1%
COc1ccc(Cn2c(=O)oc3ccc(C)cc32)cc1	6%	22%	1%	4%	0%	-20%	-26%	1.1%	2%
O=C(/C=C/c1cccc([N+](=O)[O-])c1)Nc1cc(C(=O)O)cc(C(=O)O)c1	-5%	-5%	7%	20%[57.1 µM]	4%	-16%	?	2.1%	-1%[57.1 µM]
Cc1cc2oc(=O)cc(Cn3ncc(Cl)c(Cl)c3=O)c2cc1Cl	-13%	11%	/	?	4%	?	-10%	14%	-5%[57.1 µM]
CC(C)(C)NC(=O)N1CCN(c2nc(-c3ccccc3)ns2)CC1	0%	0%	54%[activator]	13%[57.1 µM]	11%	-1%	-5%	0.7%	13%[57.1 µM]
Cc1cc(C)cc(NC(=O)c2cc(CN3CCCC3)on2)c1	-3%	1%	-12%	10%[57.1 µM]	-11%	-10%	-7%	1.3%	-5%[57.1 µM]
C[C@@H]1CN([C@H](C)CO)C(=O)CCCn2nncc2CO[C@@H]1CN(C)S(=O)(=O)c1ccccc1F	-7%	-7%	29%	/	-6%	-14%	/	/	/
COc1ccc(Cl)cc1NC(=O)c1cc2ccc3ccc(C)[nH]c3c2n1	-6%	-5%	2%	26%	10%	-22%	-26%	0.7%	5%
COc1ccc2[nH]c3c(c2c1)CCN1C(=O)C(CC(=O)NCCN2CCOCC2)C[C@H](C(=O)N(C(C)C)C(C)C)[C@@]31C (some centres not stated)	0%	8%	-5%	6%	1%	-4%	3%	/	-1%
NCCNS(=O)(=O)c1cccc2c(Cl)cccc12	/	/	0%	21%&7%[57.1 µM]	/	/	?	/	8%[57.1 µM]
Cc1cccn2cc(-c3ccc4c(c3)NC(=O)CO4)nc12	-1%	-21%	-1%	-31%	9%	-6%	6%	0.0%	-10%
Cc1ccc(S(=O)(=O)N2CCC(C(=O)NNC(=O)c3ccccc3)CC2)cc1	0%	2%	-4%	27%	-5%	-9%	8%	0.9%	4%
CCCn1cc(S(=O)(=O)c2ccc(CC)cc2)c(=O)c2ccccc21	-3%	-6%	-20%	9%	-2%	-12%	-3%	0.6%	-3%
Cc1ccc(C(=O)NCC(=O)OCC(=O)Nc2cccc(S(=O)(=O)N3CCCC3)c2)cc1C	6%	2%	-2%	1%	2%	-4%	12%	0.0%	-2%
COc1cc(/C=N/OCC(=O)NC2CCCCC2C)ccc1OCc1ccc(Cl)cc1 (configuration not stated)	-1%	4%	-22%	10%	8%	-15%	-18%	3.5%	-1%
Cc1ccc(S(=O)(=O)CC(c2ccccc2)N2CCCCC2)cc1 (configuration not stated)	1%	5%	-10%	27%	-4%	-11%	-2%	0.6%	2%

Record cards (already shown).
NCCNS(=O)(=O)c1cccc2c(Cl)cccc12 in the list: Vif-A3G inh: /; Vif-APOBEC3F blk: /; ALOX12 inh: 0%; TrxR1 inh: 21%&7%[57.1 µM]; IDH1 R132H inh: /; USP1-UAF1 inh: /; RGS4 inhibitor: ?; RXFP1 ag: /; TrxR1 substrate: 8%[57.1 µM]
Cc1ccc(S(=O)(=O)CC(c2ccccc2)N2CCCCC2)cc1 (configuration not stated) in the list: Vif-A3G inh: 1%; Vif-APOBEC3F blk: 5%; ALOX12 inh: -10%; TrxR1 inh: 27%; IDH1 R132H inh: -4%; USP1-UAF1 inh: -11%; RGS4 inhibitor: -2%; RXFP1 ag: 0.6%; TrxR1 substrate: 2%

Further records follow.
SMILES	Vif-A3G inh	Vif-APOBEC3F blk	ALOX12 inh	TrxR1 inh	IDH1 R132H inh	USP1-UAF1 inh	RGS4 inhibitor	RXFP1 ag	TrxR1 substrate
COc1cccc(/C=C/C(=O)Nc2ccc3c(c2)OCCO3)c1OC	1%	1%	-15%	2%[57.1 µM]	5%	-9%	-15%	0.3%	3%[57.1 µM]
CCOC(=O)c1sc(NC(=O)C2CC=CCC2C(=O)O)nc1C (configuration not stated)	0%	0%	-29%	12%[57.1 µM]	1%	3%	11%	2.7%	3%
COc1cc(/C=N/NC(=S)NCCN2CCOCC2)ccc1O	0%	-10%	19%	-12%	-2%	-15%	-26%	-0.8%	23%
CC(C)(C)C1CCCCC1NC(=O)c1ccncc1 (configuration not stated)	2%	6%	17%	45%	-1%	-1%	29%	0.8%	9%
C/C=C/C(=O)N1CC2(CC(c3cccc(NC(=O)COc4ccc(Cl)cc4)c3)=NO2)C[C@@H]1C(N)=O (some centres not stated)	-5%	-6%	-27%	25%	-4%	-20%	11%	-4.9%	12%
Cc1ccccc1N(Cc1cc(=O)[nH]c2ccccc12)C(=O)C(C)C	-3%	-7%	?	20%[57.1 µM]	5%	-3%	3%	9.5%	15%[57.1 µM]
COc1ccc(C2(C)NC(=O)N(CC(=O)NC3CC3)C2=O)cc1 (configuration not stated)	0%	-19%	16%	?	-3%	?	-4%	/	2%
CCCOc1ccc(Cc2c(Cl)nc(SC)nc2N(C)C)cc1	-1%	-15%	-3%	10%	0%	-27%	21%	0.0%	0%
Cc1ccc(N2CCn3c2nc2c3c(=O)n(C/C=C/c3ccccc3)c(=O)n2C)cc1C	-6%	3%	-14%	33%[11.4 µM]	-4%	-17%	-9%	0.8%	12%[11.4 µM]
COc1ccc(CN2CCN(S(=O)(=O)c3ccc(NC(C)=O)cc3)CC2)c(OC)c1OC	-4%&4%	0%&0%	?	-1%&7%	13%&12%	-12%&-27%	-12%&-12%	-0.2%&-0.9%	2%&5%
COc1ccccc1-n1c(SCC(=O)N2CCCCC2)nnc1-c1ccccc1O	-8%	-5%	-6%	-12%	13%	-2%	2%	2.8%	0%
COCOc1ccc(/C=C/C(=O)c2c(O)cc(OCOC)cc2OCOC)cc1	-5%	-1%	/	3%	11%	-3%	9%	/	0%
Brc1ccccc1-n1ncc2c1ncn1nc(Cc3ccccc3)nc21	/	/	-11%	36%	/	-19%	8%	1.8%	16%
O=[N+]([O-])c1ccc2c(c1)C(N1CCOCC1)/C(=C/COc1ccc3ccccc3c1Br)O2 (configuration not stated)	-8%	0%	-6%	-6%	3%	1%	0%	1.2%	-14%
Cc1ccc(C)c(NS(=O)(=O)c2ccc(OCC(=O)NCc3cccnc3)cc2)c1	-6%	-8%	-12%	0%	4%	8%	3%	-0.7%	-7%
O=C(CCC1CCCC1)N1CCN(C2CCCC2)CC1	1%	9%	?	12%[57.1 µM]	4%	-18%	-6%[11.4 µM]	-1.9%	9%[57.1 µM]
Nn1c(Cc2cccc3ccccc23)nnc1SCC(=O)NCC1CCCO1 (configuration not stated)	1%	3%	6%	-17%	3%	-2%	0%	-0.5%	-8%
COc1ccc(C(=O)C2CCCN(Cc3nc4ccccc4nc3C)C2)cc1OC (configuration not stated)	-7%	-2%	-9%	?	1%	-20%	-10%	1.8%	3%
CC(=O)Nc1ccc(NC(=O)COC(=O)C2CCC(C(C)(C)C)CC2)cc1 (configuration not stated)	1%	-8%	-4%	-2%	2%	-5%	-1%	/	-11%
Cc1ccc(-c2c3c([nH]c(=S)c2C#N)CCCC3)o1	2%	4%	?	45µM*	13%	-20%	?	19%	-11%
COc1ccc(-c2c(N)n[nH]c2C)cc1OC	-3%	7%	-11%	21%	1%	-19%	-13%	0.1%	6%
COc1ccc(N2CCN(C(=O)CNC(=O)Cn3c(C)cc4ccccc4c3=O)CC2)cc1	1%	-14%	-6%	-10%	0%	-10%	-18%	1.1%	4%
